NPR2 activator: human GC-B receptor activators, primary screen, HEK293 GC-B cells, cGMP TR-FRET, EC30 CNP; activation, % at 10 µM; 0% at EC30 CNP, 100% saturating CNP; 370,000 tested, 0.11% active;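 active = activation at 10 µM reaching about 35% in either raw or pattern-adjusted values, limit read from the data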
ASAP1 GAP inh: inhibitors of human ASAP1 ArfGAP activity, primary screen, biochemical, fluorescence polarization | Arf-GAP with SH3 domain, ANK repeat and PH domain-containing protein 1 (Homo sapiens), … | inhibition, % at 16.5 µM | 360,000 tested, 0.19% active | ASAP1-stimulated ARF1 GTP hydrolysis, GDP FP detection; in the data active = inhibition above about 25%;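 note: 0% = vehicle with enzyme and substrate and 100% = no enzyme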
SMARCA2 act: SMARCA2 (BRM) function activators, primary screen, cell-based, luminescence, high throughput; 370,000 tested, 1% active; activation, % at 9.1 µM; MG213 cells, MMTV-luciferase reporter, dexamethasone, overnight; in the data active = activation above about 7.8%;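 note: 0% = vehicle wells and 100% = reference activator wells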
rCAG RNA binder: binders of r(CAG) RNA repeats, primary screen, biochemical, fluorescence | AID 651821, 2012 | r(CAG) RNA repeat, TO-PRO-1 dye displacement fluorescence | 370,000 tested, 1.3% active | inhibition, % at 3 µM;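 active = inhibition above the plate cutoff, the mean of all test compounds on that plate plus 3 SD, cut at about 35% in these data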;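 note: 0% = DMSO alone and 100% = 100 µM mitoxantrone as full dye displacement; higher means more dye released from RNA so lower well fluorescence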
ABHD4 inh: ABHD4 inhibitors, primary screen, biochemical, fluorescence polarization, mouse; (Lyso)-N-acylphosphatidylethanolamine lipase (Mus musculus), Q8VD66; AID 720543, 2013; purified mABHD4, FP-Rh probe fluorescence polarization; inhibition, % at 8.92 µM; 370,000 tested, 0.54% active;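 active = inhibition exceeding the mean over every tested compound plus 3 SD, cut at about 30% in these data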;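 note: 0% = plate median of compound wells and 100% = S159A mutant with DMSO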
Target sequence (Q8VD66 whole entry, looked up): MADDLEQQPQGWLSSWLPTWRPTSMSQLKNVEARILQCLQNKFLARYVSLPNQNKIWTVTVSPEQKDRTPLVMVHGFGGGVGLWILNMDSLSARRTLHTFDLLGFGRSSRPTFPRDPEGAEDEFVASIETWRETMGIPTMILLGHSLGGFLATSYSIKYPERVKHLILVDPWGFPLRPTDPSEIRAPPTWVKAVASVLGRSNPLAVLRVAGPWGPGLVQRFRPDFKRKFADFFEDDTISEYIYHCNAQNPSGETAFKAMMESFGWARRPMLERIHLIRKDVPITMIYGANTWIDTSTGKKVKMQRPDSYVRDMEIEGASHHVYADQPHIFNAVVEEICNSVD
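System: mouse ABHD4 enzyme, wild type / Medium: HEPES pH 7.0, NaCl, Pluronic buffer / Reagent: FP-Rh activity-based fluorescent probe / Control set: S159A mutant high control, sample median low control / Detection: fluorescence polarization with parallel and perpendicular emission, 525/598 nm / Schedule: 45 min + 60 min at 25 °C / Compound dosing: 8.92 µM, single dose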
Rev-erbA mod: modulators of Rev-erb alpha DNA binding, primary screen, biochemical, FITC-DNA, fluorescence polarization, uHTS; 370,000 tested, 0.79% active; Nuclear receptor subfamily 1 group D member 1 (Homo sapiens), P20393; Rev-erbα–FITC-DNA binding, 90 min; activity, % at 10 µM;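 active = activity above about 14%, limit read from the data; passing the limit was not always enough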;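 note: 0% = DMSO wells with 35 nM protein and 100% = DMSO wells with 750 nM protein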
ARFGAP1 inh: inhibitors of rat ARFGAP1 GAP activity, primary screen, biochemical, fluorescence polarization, GDP tracer | 360,000 tested, 0.26% active | Arfgap1-stimulated ARF1 GTP hydrolysis, GDP FP detection | AID 651572, 2012 | ADP-ribosylation factor GTPase-activating protein 1 (Rattus norvegicus), Q62848 | inhibition, % at 16.5 µM;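 active = inhibition above a per-plate limit, mean inhibition of low control wells plus 3 SD, cut at about 25% in these data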;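 note: 0% = DMSO wells with enzyme and 100% = wells lacking Arfgap1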
Target sequence (Q62848 1-136 limits assumed): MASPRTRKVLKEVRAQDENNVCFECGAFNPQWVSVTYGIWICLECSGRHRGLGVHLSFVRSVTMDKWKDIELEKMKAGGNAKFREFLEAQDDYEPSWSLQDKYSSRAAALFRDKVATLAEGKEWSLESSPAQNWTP
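Assay system: purified rat His6-Arfgap1 residues 1-136 (GAP domain); Reagent: human Δ17 ARF1 bound to GTP; Dosing: 16.5 µM single point, 1.26% DMSO; Times: GTP hydrolysis reaction 2 h at 25 °C; Signal: FP, GDP Alexa 633 tracer displaced from anti-GDP antibody, 620/688 nm; Measure: % inhibition from polarization.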
PG9 Ab binder: binders of HIV-1 gp120 antibody PG9, primary screen, biochemical, TR-FRET; HIV-1 gp120 / PG9 antibody interaction; TR-FRET gp120-PG9 antibody binding; inhibition, % at 6.7 µM; 360,000 tested, 0.43% active; AID 624416, 2012; in the data active = inhibition above about 8.5%
HTRA1 inhibitor: HTRA1 serine protease inhibitors, primary screen, biochemical, fluorescence polarization, HTS; Q92743; recombinant HTRA1, FP-rhodamine activity-based probe; inhibition, % at 5.96 µM; 340,000 tested, 0.5% active; AID 504803, 2011; in the data active = inhibition above about 36%;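 note: 0% = enzyme with DMSO and 100% = wells lacking enzyme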
Target sequence (Q92743 whole entry, looked up): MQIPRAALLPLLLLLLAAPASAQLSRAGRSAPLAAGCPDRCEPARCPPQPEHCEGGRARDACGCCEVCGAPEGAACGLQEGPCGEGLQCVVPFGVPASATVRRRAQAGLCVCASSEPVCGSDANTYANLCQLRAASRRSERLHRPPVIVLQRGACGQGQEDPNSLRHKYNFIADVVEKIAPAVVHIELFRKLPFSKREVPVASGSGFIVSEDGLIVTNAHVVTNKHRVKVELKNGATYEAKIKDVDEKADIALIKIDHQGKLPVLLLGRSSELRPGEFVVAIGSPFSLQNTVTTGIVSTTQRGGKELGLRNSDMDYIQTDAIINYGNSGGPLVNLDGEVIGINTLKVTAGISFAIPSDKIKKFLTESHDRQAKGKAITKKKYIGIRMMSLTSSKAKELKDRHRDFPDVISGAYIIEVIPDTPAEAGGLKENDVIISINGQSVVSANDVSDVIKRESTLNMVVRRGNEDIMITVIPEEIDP
GC-A act: GC-A stimulated cGMP production enhancers – HEK293 GC-A cells, cGMP TR-FRET, EC30 ANP, primary screen | activation, % at 10 µM | 370,000 tested, 0.14% active | 0% at EC30 ANP, 100% saturating ANP | Atrial natriuretic peptide receptor 1 (Homo sapiens), P16066 | AID 1671463, 2021; in the data active = activation above about 40%
Active calls of the source: *; nt = no result given.

Order of values: NPR2 activator | ASAP1 GAP inh | SMARCA2 act | rCAG RNA binder | ABHD4 inh | Rev-erbA mod | ARFGAP1 inh | PG9 Ab binder | HTRA1 inhibitor | GC-A act
- O=C(Nc1ccc(S(=O)(=O)Nc2ncccn2)cc1)c1ccc(Br)s1
 : 0 | 11 | -3 | 2 | -13 | 0 | 7 | 1.1 | -14 | 3
- C/C(=N\NC(=O)c1cc(C)[nH]n1)c1ccc(-c2ccccc2)cc1
 : -2 | 4 | 1 | 1 | 1 | 2 | -1 | -3.0 | -5 | 0
- CCN1CCN(C(=S)NC(C)c2ccccc2)CC1 (stereo unspecified)
 : -2 | 12 | 0 | -1 | 11 | -3 | 3 | 0.3 | -3 | 3
- CC(=O)N1CCc2cc(S(=O)(=O)NCCC(=O)N3CCN(c4ccccn4)CC3)ccc21
 : 3 | 2 | 5 | -4 | 0 | 0 | 5 | 1.1 | 4 | -1
- COc1ccc(-c2cc(C3CCN(Cc4ccc([N+](=O)[O-])cc4)CC3)[nH]n2)cc1
 : -3 | 2 | -3 | -5 | 2 | 3 | 8 | -1.6 | nt | -4
- COC(=O)C(=Cc1ccccc1[N+](=O)[O-])C(=O)OC
 : 5 | 0 | 2 | -3 | 5 | 0 | -4 | -0.1 | 3 | 13
- CCOc1ccc(Cn2c3ccc(OC)cc3c3nc4ccccc4nc32)cc1OC
 : 6 | 2 | -4 | 6 | 3 | 3 | 5 | -2.0 | -4 | 4
- CC(=O)N1CCN(CCS(=O)(=O)c2cc(Cl)ccc2Cl)CC1
 : 4 | -2 | -1 | 3 | 0 | -8 | 7 | -0.5 | 4 | 3
- COc1ccccc1NC(=O)C(=O)c1cn(CC(=O)N2CCOCC2)c2ccccc12
 : -2 | 5 | 2 | 5 | 3 | 5 | -3 | -0.2 | 0 | -3
- CC(Cc1ccccc1)N1C(=O)c2cccc([N+](=O)[O-])c2C1=O (stereo unspecified)
 : -5 | 5 | 3 | -6 | -3 | 5 | -2 | 0.6 | 0 | -2
- COc1cc(NC(=O)Cn2ncc3c2-c2ccccc2OC3)cc(OC)c1OC
 : 0 | 10 | -1 | 2 | 3 | 2 | -3 | -1.4 | -6 | 1
- Cc1cc2nc(SCCOC(=O)Nc3cccc(Cl)c3)nc(C)c2cc1C
 : -5 | -7 | -5 | 9 | -32 | 3 | -7 | 0.0 | -74 | -8
- COc1cc2c(cc1OC)CN(Cc1ccc(F)cc1)CC2
 : 1 | -3 | -3 | -4 | 5 | 5 | 4 | -0.1 | -2 | 3
- NC(=O)C1CCN(CC(=O)NCc2ccccc2)CC1
 : 6 | 6 | -5 | -1 | 0 | 2 | 4 | -0.1 | -6 | 3
- C=CCSc1nnc(-c2ccc(Cl)cc2Cl)o1
 : -2 | -14 | 6 | -5 | 0 | 1 | 3 | -2.2 | -3 | 20

Molecules from the list above that contain a Cl atom, in the order listed:
Order of values: NPR2 activator | ASAP1 GAP inh | SMARCA2 act | rCAG RNA binder | ABHD4 inh | Rev-erbA mod | ARFGAP1 inh | PG9 Ab binder | HTRA1 inhibitor | GC-A act
- CC(=O)N1CCN(CCS(=O)(=O)c2cc(Cl)ccc2Cl)CC1
 : 4 | -2 | -1 | 3 | 0 | -8 | 7 | -0.5 | 4 | 3
- Cc1cc2nc(SCCOC(=O)Nc3cccc(Cl)c3)nc(C)c2cc1C
 : -5 | -7 | -5 | 9 | -32 | 3 | -7 | 0.0 | -74 | -8
- C=CCSc1nnc(-c2ccc(Cl)cc2Cl)o1
 : -2 | -14 | 6 | -5 | 0 | 1 | 3 | -2.2 | -3 | 20

Record cards, as listed above. Values in the order: NPR2 activator | ASAP1 GAP inh | SMARCA2 act | rCAG RNA binder | ABHD4 inh | Rev-erbA mod | ARFGAP1 inh | PG9 Ab binder | HTRA1 inhibitor | GC-A act
CC(Cc1ccccc1)N1C(=O)c2cccc([N+](=O)[O-])c2C1=O (stereo unspecified) is listed as -5 | 5 | 3 | -6 | -3 | 5 | -2 | 0.6 | 0 | -2
NC(=O)C1CCN(CC(=O)NCc2ccccc2)CC1 is listed as 6 | 6 | -5 | -1 | 0 | 2 | 4 | -0.1 | -6 | 3

Later entries:
Order of values: NPR2 activator | ASAP1 GAP inh | SMARCA2 act | rCAG RNA binder | ABHD4 inh | Rev-erbA mod | ARFGAP1 inh | PG9 Ab binder | HTRA1 inhibitor | GC-A act
- COc1ccc(/C=N/NC(=O)Cn2cnc3c2c(=O)n(C)c(=O)n3C)cc1
 : -1 | -4 | -6 | -2 | -3 | 11 | -8 | -1.6 | 7 | -5
- COC(=O)c1cc(-c2ccc(Cl)s2)c(=O)n2c1CCC2
 : -5 | nt | 0 | 2 | 4 | 17 | nt | nt | nt | 5
- CC(=O)c1ccc(NC(=O)/C(=C\c2ccccc2)NC(=O)c2ccco2)cc1
 : 5 | 1 | 3 | -3 | 1 | 0 | -5 | -0.5 | nt | -2
- O=[N+]([O-])c1ccc(CSc2ccc(S(=O)(=O)N3CCCCCC3)cn2)cc1
 : 0 | -6 | 1 | 0 | 4 | 0 | 7 | 2.3 | -8 | 2
- CCCCNC(=O)C[C@H]1C[C@@]2(C(=O)OC)C(=C[C@H](C(C)C)O[C@@H]2C2CC2)N(Cc2ccc(Cl)cc2Cl)C1=O
 : -12 | nt | -2 | 1 | 6 | 2 | nt | nt | nt | -26
- CCN(CC)c1ccc(NC(=O)c2ccc(=O)[nH]c2)cc1S(=O)(=O)Nc1ccc(OC)cc1
 : -1 | 12 | -3 | 13 | -20 | 4 | 7 | -1.8 | -21 | 4
- NS(=O)(=O)c1ccc(CCNC(=O)c2cnccn2)cc1
 : 1 | -6 | -3 | 1 | 2 | -4 | -2 | -0.1 | -2 | -8
- CCOC(=O)c1ccc(N(CC2CO2)S(=O)(=O)c2ccc(C)cc2)cc1 (stereo unspecified)
 : 1 | 7 | -3 | 3 | -2 | -8 | 5 | 1.1 | -8 | -1
- COc1ccc(/C=C/C(=O)OCC(=O)N2CC(=O)Nc3ccccc32)cc1
 : 3 | 6 | 2 | 1 | -4 | 2 | -15 | -0.9 | -7 | 2
- O=C(O)CCCC(=O)Nc1cc([N+](=O)[O-])ccc1O
 : -8 | 3 | -4 | -2 | 4 | 4 | 9 | 0.9 | 0 | -1
- CC(=O)c1c(COC(=O)c2cccc(C)c2)nc2ccccc2[n+]1[O-]
 : -11 | 7 | -1 | -5 | -5 | 5 | 4 | -2.4 | 8 | -5
- O=C(CN(C(=O)CCC(=O)Nc1ccccn1)c1cccc(F)c1)NCc1ccc(F)cc1
 : -5 | -1 | -2 | -2 | 6 | -3 | 9 | 0.7 | 4 | -5
- c1ccc2sc(SCSc3nc4ccccc4s3)nc2c1
 : -2 | 2 | 7 | 6 | 0 | 5 | 3 | -2.6 | -9 | 2
- Cc1ccc(CSC2=NCCN2C(=O)c2ccco2)cc1
 : -2 | 7 | 3 | -2 | -6 | 4 | 8 | -1.6 | -12 | 5
- CN(c1ccccc1)S(=O)(=O)c1cccc(NC(=O)CCNC(=O)c2ccc([N+](=O)[O-])cc2)c1
 : -6 | -9 | -4 | 7 | 2 | 4 | -1 | -0.5 | -18 | -5

Later entries:
| mol | NPR2 activator | ASAP1 GAP inh | SMARCA2 act | rCAG RNA binder | ABHD4 inh | Rev-erbA mod | ARFGAP1 inh | PG9 Ab binder | HTRA1 inhibitor | GC-A act |
| --- | --- | --- | --- | --- | --- | --- | --- | --- | --- | --- |
| COc1ccc(-c2noc([C@@H]3O[C@H](CO)[C@H](O)[C@H](O)[C@H]3O)n2)cc1OC | 5 | -5 | 1 | 2 | 8 | -2 | -2 | -1.6 | nt | 3 |
| Cc1ccc(-c2cc(-c3ccccc3)c(C#N)c(Br)n2)cc1 | 3 | 16 | -3 | -1 | 0 | 13 | 1 | 1.4 | 2 | 5 |
| Cc1ccccc1NC(=S)NC(NC(=O)c1ccco1)C(Cl)(Cl)Cl (stereo unspecified) | 6 | -9 | -1 | 1 | -9 | 0 | -1 | -0.8 | -3 | 0 |
| Cc1c(OC(C)C(=O)NC2CC(C)(C)NC(C)(C)C2)ccc2c3c(c(=O)oc12)CCC3 (stereo unspecified) | -1 | -11 | -3 | 3 | 5 | -1 | -4 | 0.2 | 0 | -1 |
| COC(=O)c1ccccc1NC(=O)c1ccccc1N(C)S(=O)(=O)c1ccccc1 | -8 | -9 | -1 | -2 | 5 | -6 | 11 | -0.1 | 5 | -17 |
| CC1(C)CC(=O)C=C(NCCCNC2CCCCC2)C1 | 6 | 4 | 11* | -3 | 2 | -1 | 5 | -2.7 | 2 | 3 |
| Cc1ccc(S(=O)(=O)NCC(=O)N2CCC(C)CC2)cc1 | 4 | -7 | -2 | 1 | -1 | 4 | 25 | -2.0 | 10 | -3 |
| Cc1cccc(-n2cnc3c(c2=O)c2nc4ccccc4nc2n3Cc2ccco2)c1 | 6 | 0 | 0 | 6 | -4 | 1 | 1 | 1.8 | -17 | 12 |
| O=C(NCCO)/C(=C\c1ccco1)NC(=O)c1ccco1 | 4 | -10 | -2 | 2 | 4 | 8 | -11 | -1.5 | 1 | -2 |
| CCOC(=O)Cc1c(C)c2c(C)nn(-c3ccccc3)c2oc1=O | 2 | -11 | -4 | 4 | -7 | 0 | 4 | -2.6 | 8 | 4 |
| Cc1n[nH]c(=O)c2c(NC(=O)CSc3nn(-c4ccccc4)c(=S)s3)oc(C)c12 | -8 | -4 | -2 | 14 | 1 | -5 | 13 | -1.5 | -3 | -4 |
| O=C(CCNC(=O)c1ccccc1Cl)NN=Cc1ccccc1[N+](=O)[O-] | -7 | -2 | -3 | 0 | 2 | -2 | -5 | 2.9 | 7 | -2 |
| CCCc1cc(=O)c2ccc(OC/C(C)=N/O)cc2o1 | 3 | 8 | 8.5* | -3 | 4 | -2 | -6 | -3.6 | 12 | -7 |
| CCC(=O)N1CCc2cc(S(=O)(=O)CCC(=O)Nc3c(C)n(C)n(-c4ccccc4)c3=O)ccc21 | 2 | -2 | -2 | -2 | 2 | 2 | -5 | 0.4 | nt | -3 |
| CC(=O)Nc1ccc(N(C(=O)c2ccco2)C(C(=O)NC2CCCC2)c2ccc(N3CCOCC3)cc2)cc1 (stereo unspecified) | 0 | -16 | -2 | -4 | -3 | 3 | 6 | -2.4 | -5 | 3 |
| CCOC(=O)C1CCCN(C2=NC(=O)/C(=C/c3ccc(O)c(OC)c3)S2)C1 (stereo unspecified) | 1 | -8 | 0 | -8 | 2 | 1 | 13 | -6.7 | 7 | -2 |

Assay outcomes deposited in PubChem by several laboratories.
